Bioassay records: PubChem BioAssay, Broad Institute
CASP6 VEID inh = inhibitors of human caspase-6; P55212; inhibition, % at 12.5 µM; actives 0.53% (n = 350,000); purified caspase-6, Z-VEID-R110 cleavage fluorescence;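 active = mean inhibition across replicates at least about 35%, with every replicate also reaching that limit, limit read from the data; inconclusive = only one of the two criteria met; inactive = neither criterion met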;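 note: 0% = median of neutral control wells and 100% = no fluorescence left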
Target sequence (P55212 24-179 limits assumed): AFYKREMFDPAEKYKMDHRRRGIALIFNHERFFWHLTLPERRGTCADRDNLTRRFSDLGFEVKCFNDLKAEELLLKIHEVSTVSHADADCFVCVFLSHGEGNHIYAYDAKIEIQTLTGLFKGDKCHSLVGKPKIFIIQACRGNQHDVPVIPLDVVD
Target sequence (P55212 194-293 limits assumed): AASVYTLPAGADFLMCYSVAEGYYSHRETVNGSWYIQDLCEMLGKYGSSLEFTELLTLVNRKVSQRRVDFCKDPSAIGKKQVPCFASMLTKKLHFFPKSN
Cneo AK release = causes C. neoformans cell lysis; lysis activity, % at 15 µM; adenylate kinase release luminescence, 4 h; normalised: neutral wells 0, clomiphene wells 100; AID 651654; actives 0.2% (n = 360,000);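 active = mean lysis activity across replicates of at least 80%, whatever share of replicates individually reach that level; inactive = mean lysis activity below 80%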
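Signal: Adenylate kinase release luminescence | Assay system: Log-phase Cryptococcus neoformans yeast cells | Input: Cells at 5 × 10^6 per mL | Buffer or medium: Fresh YPD growth medium | Compound: Single dose | Schedule: Static 4 h at 37 °C with compound, 1 h detection | Controls: Clomiphene | Read-out: Luminescence rise reflecting yeast cell lysis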
EWS-Fli inh = inhibitors of EWS/Fli oncoprotein transcriptional activity. A673 NR0B1-luciferase reporter, viability-normalised. inhibition, % at 12.6 µM. actives 0.67% (n = 350,000);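 active = mean inhibition of at least 50% after viability correction, with every replicate also passing that limit; inconclusive = mean reaches 50% but only one of two replicates passes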;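 note: firefly luciferase signal divided by Alamar Blue viability fluorescence both relative to DMSO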
PAX8 reporter = inhibitors of PAX8 transcriptional activity in RMG-I cells; RMG-I TPO-luciferase reporter, SteadyGlo, 24 h; inhibition, % at 12.6 µM; actives 1.2% (n = 360,000); AID 652154;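 active = mean replicate inhibition at least 60% with every replicate also reaching 60%; inconclusive = only one of the two criteria is met; inactive = mean below 60% and not all replicates reaching 60%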;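 note: luciferase light reporting Pax8 driven TPO promoter activity; plate controls were median of neutral control wells for no effect and mitoxantrone controls for full effect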
FN deposit inh = fibronectin deposition inhibition. inhibition, % at 12.6 µM. AH1F fibroblasts, Alexa488-fibronectin deposition fluorescence, overnight. AID 743247. actives 0.086% (n = 350,000);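 active = mean inhibition across replicates of 30% or more, regardless of how many single replicates reach that level; inconclusive = mean under 30% yet at least half of replicates reach 30%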;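 note: positive control wells lacked labelled fibronectin entirely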
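Assay system: AH1F fibroblast monolayer, labelled fibronectin deposition. Amount: 10000 cells per well. Also added: labelled fibronectin 24 nM. Compound: single-point pinned compound. Incubation: cell attachment 1 h, compound and FN exposure overnight. Detection: fluorescence after three HBSS washes, excitation 485 nm, emission 525 nm. Read-out: inhibition of fibronectin deposition signal.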
miR-122 sensor = inhibitors of miR-122 in Huh7 cells; AID 602342; actives 0.3% (n = 340,000); Huh7 miR-122 Renilla luciferase sensor, 48 h; neutral wells = 0, positive control = 100; activation (reporter increase), % at 12.5 µM;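 active = mean replicate activation score at least 90 and every replicate individually at or above 90; inconclusive = only one of the two criteria met; inactive = neither criterion met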;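 note: higher luciferase means less miR-122 activity so hits act as miR-122 inhibitors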
LGR2 antag = inhibitors of bursicon-induced Drosophila LGR2 receptor cAMP signaling | actives 0.35% (n = 380,000) | inhibition, % at 9.99 µM | HEK293 LGR2, CRE-luciferase, bursicon-stimulated, 4 h;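 active = drop in luminescence signal, shown as inhibition above about 50% in the replicate tests, limit read from the data, passing the limit was not always enough; inconclusive = probably only some replicates passing the limit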;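 note: agonist challenge used bursicon conditioned medium at about half maximal strength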
PGC1a acetyl inh = modulators of PGC1a acetylation; AID 651687; actives 0.17% (n = 350,000); inhibition, % at 15.6 µM; U2OS PGC1a acetylation, AlphaScreen anti-acetyl-lysine; with virally co-expressed GCN5 acetyltransferase;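 active = every replicate shows inhibition of at least 40%; inconclusive = mean inhibition at least 40% but some replicate below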;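 note: 0% = neutral control wells and 100% = positive control wells; some results beyond the cut were filed as inactive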
Active calls of the source: *; ? = inconclusive; . = no result given; [ ] = remark or other dose.

SMILES	CASP6 VEID inh	Cneo AK release	EWS-Fli inh	PAX8 reporter	FN deposit inh	miR-122 sensor	LGR2 antag	PGC1a acetyl inh
O=C(/C=C\c1cn(-c2ccccc2)nc1-c1cccs1)N1CCOCC1	2	-5	-27	-20	-1	-3	24	-2
COc1ccc(-c2cc(C(=O)NCc3cn(C)nc3C)c3ccccc3n2)cc1OC	1	.	2	-16	2	.	12	.
COc1ccccc1N1CCN(Cc2cc(Br)c(O)c3ncccc23)CC1	5	-9	31	100*	22	-3	33	21
Cc1cccc(N2CCN(S(=O)(=O)c3ccc4c(c3)CC(C)N4C(=O)C3CC3)CC2)c1C (centres undefined)	.	-2	8	11	-16	-3	3	.
CC(=O)Nc1nc2ccccc2n1Cc1ccccc1C	.	2	.	3	-1	-12	.	-27
O=C(c1cnccn1)N1CC(=O)N2[C@H](CO)[C@@H](c3ccc(C4=CCCCC4)cc3)[C@H]2C1	.	.	3	-10	.	.	15	1
COc1ccc(-c2csc(NCCc3nc4cc(Cl)c(Cl)cc4n3CCCO)n2)cc1	.	-1	14	36	-12	3	0	.
O=C(Cc1ccccc1)NC[C@H]1N[C@H](CO)[C@@H]1c1ccc(-c2ccccc2)cc1	-1	.	8	.	-6	.	-24	.
CCc1nonc1NC(=O)COc1cc(C)c(Cl)c(C)c1	.	-1	1	-3	-1	-2	-9	12
CN1CCN(CCCCC(=O)c2ccccc2)CC1	.	2	.	.	.	-6	0	0
O=C(NC1CCN(Cc2ccccc2)CC1)c1cccc(S(=O)(=O)Nc2ccc(F)cc2)c1	-40	0	17	23	-4	.	-5	.
CCCNC(=O)C[C@@H]1CC[C@H]2[C@@H](COc3ccc(NC(=O)Cc4cccs4)cc3C(=O)N2C)O1	.	49	-5	10	-8	0[16.7 µM]	7	0
CN(C(=O)c1cc2c(=O)n3ccccc3nc2n1C)C1CCCCC1	-1	-2	-58	.	-3	0	-49	4
C=CCC1CCC/C(=N\NS(=O)(=O)c2ccc(C)cc2)C1 (centres undefined)	-1	3	3	-7	2	-8	-3	.
C[C@@H]1CCCCO[C@H](CN(C)C(=O)Cc2ccccc2)[C@H](C)CN([C@@H](C)CO)C(=O)c2cc(NS(=O)(=O)c3ccc(Cl)cc3)ccc2O1	-2	0	12	46	2	-7[16.7 µM]	9	2

Structures from the list above that contain a thiophene ring, fused or not:
SMILES	CASP6 VEID inh	Cneo AK release	EWS-Fli inh	PAX8 reporter	FN deposit inh	miR-122 sensor	LGR2 antag	PGC1a acetyl inh
O=C(/C=C\c1cn(-c2ccccc2)nc1-c1cccs1)N1CCOCC1	2	-5	-27	-20	-1	-3	24	-2
CCCNC(=O)C[C@@H]1CC[C@H]2[C@@H](COc3ccc(NC(=O)Cc4cccs4)cc3C(=O)N2C)O1	.	49	-5	10	-8	0[16.7 µM]	7	0

The results go on:
SMILES	CASP6 VEID inh	Cneo AK release	EWS-Fli inh	PAX8 reporter	FN deposit inh	miR-122 sensor	LGR2 antag	PGC1a acetyl inh
Cn1c(O)c(N=NC(=N)N)c2ccccc21	3	.	-8	5	4	.	3	-17
CN(C)CCCN(C(=O)c1ccc2c(c1)OCCO2)c1nc2ccc(Cl)cc2s1	-8	0	-23	.	-1	-3	-38	.
C[C@@H]1CN([C@H](C)CO)S(=O)(=O)c2ccc(C#CCN(C)C)cc2O[C@@H]1CN(C)C	0	0	5	.	6	0[16.7 µM]	-8	-3
O=C(CS(=O)CC(=O)N(c1ccccc1)C(C(=O)NC1CCCC1)c1cccs1)Nc1ccc(F)cc1 (centres undefined)	.	-3	.	-10	-13	1	.	3
C=CCn1c(SCC(=O)Nc2ccccc2F)nc2ccccc2c1=O	-1	-3	9	-20	4	7	-1	-17
O=C(NC1Cc2ccccc2C1)[C@@H]1[C@@H](CO)[C@@H]2Cn3c(ccc(C4=CCCCC4)c3=O)[C@H]1N2	0	-4	1	.	.	-2[16.7 µM]	16	.
CCCc1cc(=O)[nH]c(SCCCCN2C(=O)c3ccccc3C2=O)n1	1	.	4	18	-7	.	19	-5
CCC(=O)N1CC(=O)N2[C@H](CO)[C@H](c3ccc(C#CC4CCCC4)cc3)[C@H]2C1	1	.	31	20	-10	.	13	-14
CCn1cc(C(=O)Nc2ccc(Oc3cccnc3)cc2)c2ccccc21	0	.	-118	-34	11	.	-11	.
CCCCN(C)C(=O)c1sc(=O)n(Cc2ccccc2F)c1C	0	-1	-7	-2	3	.	3	.
Nc1cc(-c2ccc(Cl)cc2)nn1S(=O)(=O)c1cccc2nsnc12	2	-2	8	20	5	13	-15	-12
C[C@H]1CN([C@@H](C)CO)C(=O)Cc2cc(NC(=O)Nc3ccc(C(F)(F)F)cc3)ccc2O[C@H]1CN(C)Cc1ccccc1	1	-6	-2	?	.	-15[16.7 µM]	-12	.
O=C(COc1ccc(Br)cc1)NCc1ccccn1	2	2	10	.	.	-1	6	6
CCCCC12CN3CC(C)(CN(C1)C3c1ccc([N+](=O)[O-])o1)C2=O (centres undefined)	3	-2	0	-13	-4	-27	.	-2
Cc1nc(N2CCN(c3ccccc3)CC2)nc2c1C(=O)CC(c1ccccc1)C2 (centres undefined)	.	1	.	.	-12	9	.	-2

Copied from the list:
EWS-Fli inh result of C[C@@H]1CN([C@H](C)CO)S(=O)(=O)c2ccc(C#CCN(C)C)cc2O[C@@H]1CN(C)C → 5
FN deposit inh result of CCCCN(C)C(=O)c1sc(=O)n(Cc2ccccc2F)c1C → 3
PGC1a acetyl inh result of Cc1nc(N2CCN(c3ccccc3)CC2)nc2c1C(=O)CC(c1ccccc1)C2 (centres undefined) → -2
CASP6 VEID inh result of CN(C)CCCN(C(=O)c1ccc2c(c1)OCCO2)c1nc2ccc(Cl)cc2s1 → -8
miR-122 sensor result of O=C(CS(=O)CC(=O)N(c1ccccc1)C(C(=O)NC1CCCC1)c1cccs1)Nc1ccc(F)cc1 (centres undefined) → 1
miR-122 sensor result of C[C@H]1CN([C@@H](C)CO)C(=O)Cc2cc(NC(=O)Nc3ccc(C(F)(F)F)cc3)ccc2O[C@H]1CN(C)Cc1ccccc1 → -15[16.7 µM]
miR-122 sensor result of O=C(NC1Cc2ccccc2C1)[C@@H]1[C@@H](CO)[C@@H]2Cn3c(ccc(C4=CCCCC4)c3=O)[C@H]1N2 → -2[16.7 µM]

(continued)
SMILES	CASP6 VEID inh	Cneo AK release	EWS-Fli inh	PAX8 reporter	FN deposit inh	miR-122 sensor	LGR2 antag	PGC1a acetyl inh
CCC(=O)N1CC[C@@H]2[C@H](CO)Nc3ccc(-c4ccc(C(=O)N(C)C)cc4)cc3[C@@H]21	1	-3	-7	8	3	1[16.7 µM]	4	0
CCCCCCOC(=O)C[N+](C)(C)CCOC1CC2CCC1(C)C2(C)C (centres undefined)	.	3	.	.	5	6	.	9
Cc1ccc(S(=O)(=O)Nc2ccc3c(c2)C(=O)N([C@H](C)CO)C[C@@H](C)[C@@H](CN(C)Cc2ccc(Cl)c(Cl)c2)OCCCC[C@H](C)O3)cc1	4	.	3	55	2	.	-2	13
C[C@H](CO)N1C[C@H](C)[C@H](CN(C)C(=O)CN2CCOCC2)Oc2cc(C#Cc3cccc(F)c3)ccc2S1(=O)=O	6	14	-3	.	0	-6[16.7 µM]	2	-5
CO[C@H]1CN(C)C(=O)c2ccc(NS(=O)(=O)c3cn(C)cn3)cc2OC[C@H](C)N(Cc2cccc(F)c2)C[C@@H]1C	1	.	2	.	5	.	-7	-7
O=C(O)C1CCC(CN(Cc2cccc(Br)c2)C(=S)Nc2ccccc2F)CC1 (centres undefined)	-4	3	-2	10	-5	3	-2	2
COc1cc2c(cc1OC)C1CCN3C(=O)CCC3N1CC2 (centres undefined)	0	.	0	-16	.	.	-8	.
Cc1ccc(OCC(=O)NC2CCSc3ccccc32)cc1 (centres undefined)	3	-1	-26	-16	-1	7	-19	.
N#Cc1ccc(-c2ccc([C@H]3[C@@H](CO)N4CCCCN(S(=O)(=O)c5ccccc5)C[C@H]34)cc2)cc1	-6	-1	15	2	.	-1[16.7 µM]	1	-6
Cc1nc(NC(=O)CSc2nnc(-c3ccc4c(c3)OCO4)o2)c(Cl)cc1Cl	.	-2	.	-23	-4	12	-3	-11
Cc1cc(C)nc(SCNC(=O)c2ccc(Cl)cc2)n1	.	0	.	.	-8	-5	.	-1
O=C(NCC1CCCO1)c1ccccc1NS(=O)(=O)c1ccc(F)cc1 (centres undefined)	0	-1	-4	-1	3	-5	-1	1
O=C(Nc1ccc(Cl)cc1C(F)(F)F)c1ccc(Cl)cc1	.	-2	.	-93	7	-1	.	33
N#Cc1c(N)n[nH]c1CCCN	-2	5	2	.	.	1	9	-5
O=C(O)CSc1cccnc1Sc1ccc(Cl)cc1	4	-2	9	-12	-3	-8	5	-4
C[C@@H]1CN([C@H](C)CO)C(=O)c2c(c3ccccc3n2C)-c2ccccc2CO[C@@H]1CN(C)C(=O)Nc1ccc(F)cc1	1	-2	4	13	2	.	5	-25
CCOc1ccc2[nH]c(=O)c(CN(Cc3ccccc3)C(=O)N3CCCC3)cc2c1	.	-1	.	-10	-7	-5	.	-5
Oc1ccccc1C=Nc1cccc2ccccc12	-5	-4	43	14	2	-2	0	-4
C=CCc1c(OC)ccc2c1c(S(=O)(=O)c1ccc(C)cc1)cn2COC	.	0	-5	7	6	53	-2	-4
Cn1c(-c2ccc(F)cc2)cnc1NCc1cccc([N+](=O)[O-])c1	-6	0	5	-15	1	-5	4	5
Cc1cc(C)c2nc(N3C(=O)C(O)=C(C(=O)c4ccco4)C3c3ccco3)sc2c1 (centres undefined)	68*	0	-37	-3	0	-6	13	4
OC[C@H]1O[C@@H](c2nc(-c3ccc4[nH]ccc4c3)no2)[C@H](O)[C@@H](O)[C@H]1O	-1	0	-14	4	1	-5	13	1
Cc1nnc(N2CCCC(C(=O)NCc3ccc(OC(C)C)cc3)C2)c2nn(-c3ccccc3)c(C)c12 (centres undefined)	4	0	.	73*	-3	6	4	-16
CCCOc1ccc(S(=O)(=O)N2CCCC2)cc1[N+](=O)[O-]	0	2	10	8	-4	-6	5	-10
Cc1cc(NS(=O)(=O)c2ccc(NC(=O)/C=C/c3ccccc3)cc2)no1	4	-2	-2	1	-2	.	-5	.
Cc1ccc(CN2C(=O)c3ccccc3NC2c2cc(Br)ccc2O)cc1 (centres undefined)	4	2	0	14	10	2	10	6
O=C(c1cccnc1)N1CC(=O)N2[C@@H](CO)[C@@H](c3ccc(-c4ccccc4F)cc3)[C@@H]2C1	-2	.	-4	-7	-13	.	-12	-3
C=CCOc1ccn(C)c(=O)n1	0	.	2	-1	-1	.	3	.
O=C(c1ccco1)N1CCCSC1=Nc1ccccc1	.	3	.	19	1	-6	.	12
CN(Cc1ccccc1)C(=O)c1ccc2c(c1)OCCO2	.	0	.	.	.	30	8	-4
C=C1CCN([C@@H](CC(C)C)C(=O)O)S(=O)(=O)c2ccccc21	0	1	-17	-34	8	0	-8	20
